Bioassay records (PubChem BioAssay)
PKM2 activator = increases activity of human pyruvate kinase M2; 0.34% of 260,000 active; purified PKM2, Kinase-Glo ATP luminescence, activation; response scale: 0% is enzyme alone, no compound; AID 1631; P14618; Potency, µM (titrated, usually from 57.5 µM), for inactives: top-dose activation, most hits filed as activators; note: potency is the fitted concentration of half-maximal effect; % is set by controls: 0 for no effect and ±100 for the full control effect; nearly all actives have a fitted effect of over 55% in size
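Purified hPK-M2 (>95% pure) converted ADP (0.1 mM final) to ATP with 0.5 mM PEP in 50 mM imidazole pH7.2, KCl, MgCl2, Tween 20, BSA; 1 h at room temperature. ATP detected by Kinase-Glo luminescence.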
Rab9 prom act = activators of Rab9 promoter; Huh7 Rab9 promoter-luciferase reporter, luminescence, 24 h; Potency, µM (series often up to 9.22 µM), without a hit: top-dose activation, negative = inhibition, actives largely listed as activators; 2.8% of 320,000 active; AID 485297; note: potency is the fitted concentration of half-maximal effect; % of control where 0% means no effect; nearly all actives have a fitted effect of over 60% in size
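Huh7 reporter line, Rab9 promoter upstream of luciferase. Compound exposure 24 h at 37 °C in reduced-serum medium with 10% FBS. Read-out: luminescence.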
FLuc modulator = counter-screen for miR-21 project: firefly luciferase inhibitors or activators; P08659; purified FLuc, Km substrates, luminescence inhibition; Potency, µM (top dose mostly 57.5 µM), without a hit: top-dose activity change, negative = inhibition, usual class: inhibitors; 6.9% of 360,000 active; AID 588342;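 note: potency is the fitted concentration of half-maximal effect; plate controls were vehicle for no effect and reference inhibitor for full effect; nearly all actives have a fitted effect of over 55% in size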
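Purified P. pyralis luciferase (10nM final) with 10uM D-luciferin and 10uM ATP (Km levels) in 50mM Tris acetate pH 7.5, 10mM Mg acetate, 0.01% Tween-20, 0.05% BSA; qHTS 6-point titration, ~60 µM downward; luminescence read.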
Menin-MLL TR inh = displaces Texas Red mutant MLL peptide from human menin; O00255; Menin + Texas Red MLL mutant peptide, fluorescence polarization; Potency, µM (titrated, usually from 61.6 µM), without a hit: at the top dose FP activity change, negative = inhibition, actives largely listed as inhibitors; 0.23% of 270,000 active; AID 1768; active = well fitted inhibition curve with a large enough effect in the polarisation, with a control signal flat, not every such curve was filed as active; inconclusive = small, poorly fitted or top-dose-only effect, or effect the other way, or a change in a side signal; inactive = no such curve, though single readings can be large or run the other way; the % refers to the polarisation; note: potency is the fitted concentration of half-maximal effect; % of control where 0% means no effect; many of its hits are not listed in these tables
Target sequence (O00255 whole entry, looked up): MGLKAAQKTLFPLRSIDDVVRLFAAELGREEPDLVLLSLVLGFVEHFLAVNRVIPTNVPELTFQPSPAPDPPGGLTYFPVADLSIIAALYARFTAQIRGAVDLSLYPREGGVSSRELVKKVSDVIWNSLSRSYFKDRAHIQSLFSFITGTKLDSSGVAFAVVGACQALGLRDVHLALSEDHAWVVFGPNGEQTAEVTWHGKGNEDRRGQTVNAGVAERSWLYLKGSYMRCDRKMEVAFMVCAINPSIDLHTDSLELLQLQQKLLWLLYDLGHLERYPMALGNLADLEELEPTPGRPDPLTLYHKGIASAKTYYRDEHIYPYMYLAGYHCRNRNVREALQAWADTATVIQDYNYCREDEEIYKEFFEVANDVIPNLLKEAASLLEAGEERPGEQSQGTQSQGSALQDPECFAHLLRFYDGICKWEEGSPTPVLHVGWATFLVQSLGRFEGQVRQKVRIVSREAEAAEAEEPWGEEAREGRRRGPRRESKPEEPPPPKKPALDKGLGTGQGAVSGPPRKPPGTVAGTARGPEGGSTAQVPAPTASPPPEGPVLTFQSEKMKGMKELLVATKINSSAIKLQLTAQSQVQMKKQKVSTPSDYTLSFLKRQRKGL
Mito fusion act = mitochondrial division inhibition or fusion activation. 0.23% of 320,000 active. Potency, µM (series often up to 46.1 µM), for the others: top-dose growth rescue (activation), most hits filed as activators. AID 485298. S. cerevisiae fusion-defective mutant growth rescue, CellTiterGlo 48 h;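 note: potency is the fitted concentration of half-maximal effect; % of control where 0% means no effect; nearly all actives have a fitted effect of over 45% in size; temperature-sensitive fusion mutants such as fzo1-1 at 37 °C on non-fermentable ethanol glycerol medium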
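Growth-rescue viability read-out: after 48 h at the non-permissive 37C in glycerol/ethanol YPEG, yeast mitochondrial fusion mutants are measured by CellTiterGlo luminescence; compounds (23 nl pinned per well) restoring growth score as division inhibitors or fusion activators.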
ELG1 DNA repair = ELG1-dependent DNA repair inhibition. HEK293T ELG1-luciferase reporter, luminescence, 16 h; DNA damage induced by 5-fluorouridine. 2.3% of 330,000 active. AID 504467. Potency, µM (series often up to 46.1 µM), without a hit: at the top dose activity change, negative = inhibition, usual class: inhibitors; note: potency is the fitted concentration of half-maximal effect; % is set by controls: 0 for no effect and ±100 for the full control effect; nearly all actives have a fitted effect of over 55% in size
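Overnight (16 hr) co-exposure of 2,000 cells/well to 5-fluorouridine and compound at 37 °C preceded detection. Luciferase was quantified via ONE-Glo luminescence; loss of signal denotes inhibition.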
NPC1 promoter act = activates the NPC1 promoter. Huh7 NPC1 promoter luciferase reporter, 24 h. Potency, µM (top dose mostly 9.22 µM), for the others: top-dose activation, usual class: activators. 2.4% of 320,000 active;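 note: potency is the fitted concentration of half-maximal effect; % of control where 0% means no effect; nearly all actives have a fitted effect of over 60% in size; reporter is driven by a mutant NPC1 promoter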
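NPC1 promoter–luciferase Huh7 cells; 24 h compound; luminescence.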
VP16 counter = inhibits Gal4-VP16 luciferase reporter, ROR gamma counter-screen | AID 2546 | 3.5% of 310,000 active | Drosophila S2 Gal4-VP16 UAS-luciferase, luminescence, 20 h | Potency, µM (titrated, usually from 53.6 µM), for inactives: top-dose activity, negative = inhibition, actives largely listed as inhibitors;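 note: Gal4-VP16 expression switched on by copper sulfate through the metallothionein promoter; potency is the fitted concentration of half-maximal effect; % is set by controls: 0 for no effect and ±100 for the full control effect; nearly all actives have a fitted effect of over 50% in size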
KCNH2 3.1 block = blocks the human KCNH2 3.1 channel isoform; U2OS KCNH2 3.1, thallium flux FluxOr; active compounds read low; AID 720553; activity change, % (tested at about 1.8 µM); 0.95% of 340,000 active;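 active = maximum activity change below -70%; inconclusive = maximum activity change from -70% to -50%; inactive = maximum activity change above -50%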;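 note: thallium influx rate constant from kinetic fluorescence after stimulation buffer; % is set by controls: 0 for no effect and ±100 for the full control effect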
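We transduce U2OS cells with the mutant 3.1 virus, culture them overnight, load FluxOr with Red40 quencher for 45 min, then add stimulation buffer and read kinetically for 2 min to derive a normalized rate constant.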
RORg inh = blocks mouse ROR gamma transcriptional activity. P51450. Drosophila S2 Gal4-RORgamma UAS-luciferase reporter, 20 h. Potency, µM (titrated, usually from 53.6 µM), without a hit: top-dose activity change, negative = inhibition, hits mostly inhibitors. 5.4% of 310,000 active; note: potency is the fitted concentration of half-maximal effect; % is set by controls: 0 for no effect and ±100 for the full control effect; nearly all actives have a fitted effect of over 60% in size
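ROR gamma transcriptional activity was tracked as Gal4-UAS luciferase output in stably transfected Drosophila Schneider cells, with compound added 1 hr before 700 uM copper sulfate induction and a 20 hr ambient-temperature incubation.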
MBNL1 CUG block = MBNL1-poly(CUG) RNA binding inhibition | Q9NR56 | TR-FRET MBNL1-His/biotin-(CUG)12 binding, 665/545 ratio | Potency, µM (top dose mostly 57.5 µM), for the others: top-dose activity change, negative = inhibition, actives largely listed as inhibitors | 0.036% of 280,000 active | AID 2675; active = well fitted inhibition curve with a large enough effect in the signal ratio, with a control signal flat, not every such curve was filed as active; inconclusive = small, poorly fitted or top-dose-only effect, or effect the other way, or a change in a side signal; inactive = no such curve, though single readings can be large or run the other way; the % refers to the signal ratio; note: potency is the fitted concentration of half-maximal effect; % is set by controls: 0 for no effect and ±100 for the full control effect
Target sequence (Q9NR56 whole entry, looked up): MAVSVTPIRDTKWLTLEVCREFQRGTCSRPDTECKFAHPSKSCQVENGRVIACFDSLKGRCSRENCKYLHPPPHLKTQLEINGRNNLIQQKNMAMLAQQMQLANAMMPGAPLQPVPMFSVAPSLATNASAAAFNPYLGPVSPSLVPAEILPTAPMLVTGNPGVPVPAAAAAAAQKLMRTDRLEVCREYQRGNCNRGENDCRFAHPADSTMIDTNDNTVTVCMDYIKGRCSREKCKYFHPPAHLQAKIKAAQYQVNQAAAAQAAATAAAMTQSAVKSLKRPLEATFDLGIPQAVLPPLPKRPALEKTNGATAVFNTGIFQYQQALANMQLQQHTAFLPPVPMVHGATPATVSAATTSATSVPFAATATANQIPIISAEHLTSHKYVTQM
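His-tagged MBNL1 binding to biotinylated (CUG)12 RNA was measured by TR-FRET using terbium anti-His antibody (0.055 ng/ul final) and streptavidin-XL665 (5 nM final). Compounds were titrated 92 nM to 58 uM; 60 min at room temperature.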
Starred values were filed as active, the others as inactive; ? = inconclusive; . = no result given; [ ] = another dose, or the depositor's remark. Unless noted, calls come from the whole dose curve; as a rule, active = well fitted curve in the direction sought with a large enough effect; inconclusive = small, poorly fitted or top-dose-only effect, or another doubt; inactive = no such curve, though single readings can be large; an effect the other way counts as inactive or inconclusive. The list is partial; rates above refer to the full screens.

SMILES	PKM2 activator	Rab9 prom act	FLuc modulator	Menin-MLL TR inh	Mito fusion act	ELG1 DNA repair	NPC1 promoter act	VP16 counter	KCNH2 3.1 block	RORg inh	MBNL1 CUG block
O=C(/C=C/c1ccc2c(c1)OCO2)c1ccco1	-24.8%	?	2.13µM*	9.8%	6.1%	?	25.9%	?	-6.4	?	15.3%
Cc1cccc2cc(CN(Cc3cccs3)S(=O)(=O)c3ccc4c(c3)OCCO4)c(=O)[nH]c12	-1.5%	0.6%	-11.5%	-15.0%	8.6%	?	-4.4%	3.2%	2.4	21.6%	2.4%
CC(NC(c1ccccc1)c1ccccc1)C(=O)N1CCCc2ccccc21 (stereo unspecified)	-0.3%	-4.3%	2.9%	0.3%	?	-6.8%	1.1%	1.1%	-11.9	30.8%	16.6%
Cc1cc(C)n2nc(SC(C)C(=O)Nc3ccc(Cl)cn3)nc2n1 (stereo unspecified)	5.2%	-1.8%	-2.8%	-0.3%	6.7%	8.5%	-0.9%	-7.3%	14.8	0.4%	2.6%
Cc1ccc(OCC(=O)OCC(=O)NC2CC2)cc1C	.	15.2%	.	.	1.1%	1.4%	-8.6%	.	5.9	.	.
CC(C)Cc1nnc(NC(=O)CC(=O)Nc2ccccc2C(=O)O)s1	3.2%	7.0%	15.1µM*	2.5%	0.2%	?	11.6%	10.6%	-2.1	20.3%	-1.5%
O=C(O)c1ccc2c(c1)C(=O)N(c1ccc(Nc3ccccc3)cc1)C2=O	.	-1.1%	-16.1%	?	28.2%	-12.4%	-1.3%	-11.4%	-1.5	2.6%	?
CC1(c2ccccc2)NC(=O)N(CC(=O)Nc2ccccc2N2CCCCC2)C1=O (stereo unspecified)	.	-6.4%	2.9%	.	-4.2%	?	-1.3%	.	-10.0	.	.
O=C(NC(Cc1ccccc1)C(=O)O)/C(=C\c1ccco1)NC(=O)c1ccccc1Br (stereo unspecified)	8.0%	-9.3%	1.3%	-7.7%	-4.2%	0.1%	1.5%	-8.5%	-8.9	-11.1%	.
CCC(=O)NN1CCc2cc3ccc(C)cc3nc21	.	-4.3%	3.3%	-11.1%	-8.3%	28.4%	-2.3%	5.0%	-0.9	6.6%	0.2%
COc1ccc(C(=O)NCCC(=O)NCc2cc(=O)n(C)c(=O)n2C)cc1	.	-2.4%	0.1%	.	-1.9%	4.9%	-5.8%	3.1%	10.1	-23.4%	1.7%
CCOC(=O)c1cc(-c2ccccc2)sc1NC(=O)CSc1nnnn1C	-2.9%	2.3%	1.9%	?	7.4%	?	2.2%	-3.8%	-15.8	16.0%	2.7%
Cc1noc(C)c1S(=O)(=O)N(CC(=O)NC1CCC(C)CC1)c1ccc(C(C)C)cc1 (stereo unspecified)	.	0.3%	1.0%	.	1.7%	12.0%	-21.9%	-25.7%	-5.0	?	0.8%
O=C1c2ccccc2C(O)N1Cc1ccccc1Cl (stereo unspecified)	-0.2%	-1.1%	-1.7%	-6.8%	3.1%	17.7%	0.2%	1.1%	-13.1	-11.4%	-7.3%
CC(=O)NC(CC(=O)OC(C)C(=O)Nc1ccc(Cl)cn1)c1ccccc1 (stereo unspecified)	.	-0.5%	2.4%	.	-3.8%	?	-4.5%	.	-4.5	.	.
CN(C(=O)c1cccc(Cl)c1)C1CCCN(Cc2ccccc2F)C1 (stereo unspecified)	2.6%	2.6%	-0.1%	-1.3%	1.8%	-0.2%	-5.9%	1.6%	0.2	23.0%	2.9%
Cc1ccc(S(=O)(=O)Cn2nnnc2C(CC(C)C)N2CCN(C)CC2)cc1 (stereo unspecified)	2.0%	-3.6%	1.6%	-19.2%	-1.2%	-1.5%	0.9%	3.8%	-17.1	-2.3%	?
CS(=O)(=O)N1CCCC(c2nc(-c3ccc(S(=O)(=O)NCc4ccccc4)cc3)no2)C1 (stereo unspecified)	5.8%	-18.2%	7.4%	-2.6%	-2.9%	3.66µM*	-12.6%	?	-12.3	9.5%[10 µM]	-15.3%
O=C(/C=C/c1ccc([N+](=O)[O-])cc1)NCc1cccs1	2.2%	-0.2%	?	8.9%	3.9%	?	-3.5%	-0.3%	-7.7	?	?
Cc1ccc(Cn2c(Sc3ncccn3)nc3c2c(=O)[nH]c(=O)n3C)cc1	-2.5%	-2.4%	3.9%	-6.8%	-3.4%	?	1.1%	.	-6.7	0.1%[0.365 µM]	3.7%
Cc1cnc(=O)[nH]c1SCc1cccc([N+](=O)[O-])c1	-0.2%[0.46 µM]	5.9%	-4.4%	-1.6%	7.1%	18.3%	-3.9%	-26.5%	14.7	-2.4%	?
CC1CC(NNC(=O)c2ccccc2)=Nc2ccccc2N1C (stereo unspecified)	-4.3%	-2.8%	3.3%	?	-34.9%[inhibitor]	-14.5%	-6.8%	5.01µM*	6.4	1.78µM*	10.1%[11.5 µM]
CC(Oc1ccc(C(=O)NC2CCCCC2)cc1)C(=O)O (stereo unspecified)	-0.1%	-3.8%	0.4%	6.9%	-5.5%	3.1%	0.7%	-6.2%	11.5	7.7%	-10.0%
O=C(COC(=O)CN1C(=O)C2CCCCC2C1=O)Nc1c(Cl)cccc1Cl (stereo unspecified)	.	-2.5%	-1.4%	.	-1.7%	-3.9%	-1.3%	.	2.9	.	.
COc1ccc(N2CCN(C(=O)[C@H](Cc3c[nH]c4ccccc34)NC(C)=O)CC2)cc1	?	-1.1%	-1.4%	-12.9%	-1.3%	-9.9%	2.0%	1.6%	7.6	-8.2%	-4.0%

Other structures:
SMILES	PKM2 activator	Rab9 prom act	FLuc modulator	Menin-MLL TR inh	Mito fusion act	ELG1 DNA repair	NPC1 promoter act	VP16 counter	KCNH2 3.1 block	RORg inh	MBNL1 CUG block
Cc1cc(-c2csc(N)n2)c(C)n1C	9.1%	3.1%	-5.5%	-23.7%	-1.2%	7.5%	0.0%	12.8%	-2.5	-20.0%	?
CC(NC(=O)c1ccc2c(c1)OCO2)c1cccc(C(F)(F)F)c1 (stereo unspecified)	.	1.9%	.	.	11.3%	9.2%	-2.6%	.	-5.5	.	.
Cc1nn(CC(=O)N2CCC(C(N)=O)CC2)c(=O)c2nn(-c3ccccc3)c(C)c12	3.0%[0.46 µM]	-3.0%	2.2%	-24.9%	8.8%	?	10.3%	-6.7%	-2.6	0.2%	-9.8%
O=C(CSCc1n[nH]c(=O)[nH]1)NCCOc1cccc(Oc2ccccc2)c1	-5.3%	-3.7%	-3.6%	2.4%	-1.8%	1.5%	-1.6%	1.0%	1.0	-19.4%	-4.4%
COC(=O)c1ccc(CSc2cc(C)c3cccc(C)c3n2)o1	3.7%	-7.6%	-13.0%	-1.7%	0.4%	-4.4%	-2.9%	1.7%	7.2	-2.1%	-3.0%
Cc1ccc(CN2CCN(CC(=O)NC(C)CCc3ccccc3)C2=O)cc1 (stereo unspecified)	1.9%	-7.6%	4.0%	0.6%	-1.0%	?	1.8%	?	-4.9	?	2.7%
Cc1ccc(S(=O)(=O)Nc2c(C)nc3nc[nH]n3c2=O)c(C)c1	-7.5%	-3.9%	-5.8%	13.0%	11.2%	1.8%	-0.6%	-7.8%	-2.3	-10.8%	-2.4%
Fc1ccccc1N1CCN(c2ncnc3[nH]ncc23)CC1	-18.4%	11.8%	1.3%[2.3 µM]	-6.6%	1.2%	-3.6%	-0.1%	3.8%	3.8	?	3.2%
COc1ccc(NC(=O)c2cc(C)on2)cc1	-6.4%	2.82µM*	21.3µM*	-0.1%	-4.9%	?	2.82µM*	-2.7%[10 µM]	9.7	-7.1%	0.8%
COCCNC(=O)c1ccccc1-c1nc(-c2ccccc2OC)no1	-13.0%	-0.1%	?	8.0%	-2.4%	-14.4%	?	2.9%	9.2	-1.5%	-7.8%
CN(NC(=O)c1ccc(Cl)cc1)c1ncc(C(F)(F)F)cc1Cl	-4.5%	-4.9%	0.1%	.	-1.7%	1.3%	0.8%	11.1%	0.4	15.3%	7.8%
COc1ccc2oc(C(=O)Nc3nc(-c4ccccn4)cs3)c(C)c2c1	.	0.4%	?	.	-3.0%	-2.2%	5.4%	.	-5.9	.	.
CCN1CCN(C(=O)CCc2nnc3ccc(N4CCN(c5cccc(OC)c5)CC4)nn23)CC1	5.9%[0.46 µM]	-6.6%	5.2%	8.1%	7.0%	7.8%	-0.3%	-3.8%	20.7	-2.3%	-0.2%
Cc1cc(=O)[nH]c(SCC(=O)c2ccc(O)c(O)c2)n1	0.9%	1.4%	1.5%	12.1%	3.4%	-1.5%	3.8%	0.6%	3.3	-39.2%	-2.2%
